# E-selectin induc: E-selectin induction in HUVECs, primary screen, imaging, HUVEC, immunofluorescence imaging, single point; normalized: neutral wells 0, TNF-alpha wells 100; AID 686992, 2013; P16581; actives 0.37% (n = 260,000); activation, % at 7.58 µM;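 active = mean E-selectin-positive cell signal at least 10% of the positive control, reached in at least 60% of replicates, without over 20% cell loss; inconclusive = no rule given, readout overlaps actives, possibly toxicity-flagged; inactive = the rest, including those meeting only one limit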;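 also: in these data hits start at about 27%; measured in HUVEC primary endothelial cells; signal is the percent of cells scored E-selectin positive by PE staining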
#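 Assay system: HUVEC primary endothelial cells. Input: 3,000 HUVEC seeded per well. Doses: one compound dose added by pin transfer. Read-out basis: % PE-positive cells. Benchmarks: TNF-alpha high, DMSO low. Detection: immunofluorescence imaging. Buffer or medium: EGM-2, gelatin.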
# ERp5 block: inhibitors of ERp5-driven insulin aggregation, primary screen, biochemical, turbidity, absorbance 650 nm, single point | 90 min | inhibition, % at 9.99 µM | actives 0.05% (n = 350,000);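 active = mean replicate inhibition above about 25%, with every replicate also reaching it, limit read from the data, passing the limit was not always enough; inconclusive = only one of those two criteria met; inactive = neither criterion met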
# Target sequence (Q15084 whole entry, looked up): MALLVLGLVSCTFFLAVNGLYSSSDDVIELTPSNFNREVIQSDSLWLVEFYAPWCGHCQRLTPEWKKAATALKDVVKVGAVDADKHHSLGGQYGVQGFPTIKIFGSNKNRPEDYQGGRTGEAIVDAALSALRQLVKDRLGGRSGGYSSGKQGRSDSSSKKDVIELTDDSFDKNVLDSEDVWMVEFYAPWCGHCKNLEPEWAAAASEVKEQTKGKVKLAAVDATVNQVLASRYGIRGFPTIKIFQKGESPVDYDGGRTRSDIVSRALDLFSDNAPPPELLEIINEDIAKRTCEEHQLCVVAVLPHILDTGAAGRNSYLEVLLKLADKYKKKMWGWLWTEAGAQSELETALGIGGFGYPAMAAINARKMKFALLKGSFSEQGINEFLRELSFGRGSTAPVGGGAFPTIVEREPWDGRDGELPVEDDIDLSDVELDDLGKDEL
# PglD DTNB: C. jejuni PglD acetyltransferase inhibitors, primary screen, biochemical, DTNB colorimetric, single point; purified PglD enzyme, DTNB colorimetric CoA detection; actives 0.098% (n = 360,000); inhibition, % at 12.5 µM; UDP-N-acetylbacillosamine N-acetyltransferase PglD (Campylobacter jejuni); in the data active = inhibition above about 16%, passing the limit was not always enough; inconclusive = no clear call, values can overlap the other calls; also: strong numbers were not always called active
# SIRT5 block: SIRT5 desuccinylase inhibitors, primary screen, biochemical, fluorescence imaging, single point, set 5. inhibition, % at 15 µM. actives 1.1% (n = 330,000). Purified SirT5, succinyl-peptide AMC, trypsin-coupled fluorescence. AID 652115, 2013; in the data active = inhibition above about 15%; inconclusive = no clear call, values can overlap the other calls
# Target sequence (Q9NXA8 whole entry, looked up): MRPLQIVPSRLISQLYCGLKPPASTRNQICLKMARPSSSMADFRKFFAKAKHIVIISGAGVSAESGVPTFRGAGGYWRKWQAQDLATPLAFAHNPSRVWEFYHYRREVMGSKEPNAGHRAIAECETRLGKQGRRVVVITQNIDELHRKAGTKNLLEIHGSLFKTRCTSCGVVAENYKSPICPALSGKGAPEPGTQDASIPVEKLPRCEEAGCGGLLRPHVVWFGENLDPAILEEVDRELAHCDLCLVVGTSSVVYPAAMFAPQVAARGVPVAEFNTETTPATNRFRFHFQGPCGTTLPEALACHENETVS
# C2C12 statin: suppressors of statin myotoxicity in C2C12 myotubes, primary screen, cell-based, single point, plate reader. AID 602340, 2012. rescue of ATP level, % at 7.49 µM. actives 0.78% (n = 330,000). C2C12 myotubes + simvastatin, ATP luminescence, 48 h; scaled: DMSO 0, geranylgeraniol control 100;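 active = mean ATP rescue above about 67%, or every replicate alone reaching that limit, limit read from the data, passing the limit was not always enough; inconclusive = no clear call, values can overlap the other calls; inactive = mean under the limit and some replicate under it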;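 also: myotubes were challenged with 10 µM simvastatin during compound exposure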
# DENV2 CPE rescue: inhibitors of DENV2 cytopathic effect, primary screen, cell-based, plate reader, single concentration | DENV2-infected cells, cytopathic effect rescue | CPE inhibition, % at 9.99 µM | actives 1.7% (n = 350,000) | AID 651640, 2012; in the data active = CPE inhibition above about 20%, passing the limit was not always enough; inconclusive = no clear call, values can overlap the other calls; tested in BHK-21 cells;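 also: 0% = median of neutral control wells and 100% = median of positive control wells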
# S100A4 MyoIIA: inhibitors of S100A4-myosin IIA peptide binding, primary screen, biochemical, fluorescence polarization, TAMRA-MyoIIA peptide; Protein S100-A4 (Homo sapiens), P26447; inhibition, % at 10.7 µM; actives 0.14% (n = 360,000); AID 652163, 2013;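 active = mean inhibition of at least 70% across replicates, with every replicate also reaching that level; inconclusive = mean inhibition reaches 70% but some replicates fall short; inactive = mean inhibition below 70%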
# Target sequence (P26447 whole entry, looked up): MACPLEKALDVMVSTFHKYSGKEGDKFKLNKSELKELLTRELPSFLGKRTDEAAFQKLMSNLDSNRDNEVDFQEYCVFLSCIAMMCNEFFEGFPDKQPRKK
#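 Test system – S100A4 monomer (human) · Compound – single-point compound testing · Schedule – 5 min incubation before reading · Probe or stimulus – TAMRA-labelled myosin IIA heavy-chain peptide probe, 5 nM · Benchmarks – neutral control DMSO, positive control TFP · Medium – Calcium-containing HEPES buffer, pH 7.2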
# Numbers without * were called inactive; u = inconclusive; x = no result given; & = joins results of further samples. Not all compounds are listed; rates above refer to the full screens.
entry	SMILES	C2C12 statin	E-selectin induc	DENV2 CPE rescue	PglD DTNB	S100A4 MyoIIA	ERp5 block	SIRT5 block
1	Cc1cc2oc(=O)cc(CN3CCCCC3)c2cc1C(C)C	20	x	x	-1	-2	-13	-2
2	C/C=C/c1ccc([C@@H]2[C@@H](CN(CC)C(=O)CC)N(C(=O)C3CCC3)[C@H]2CO)cc1	13	0.2	25*	1	0	3	3
3	CSc1ccc(NC(=O)C2(C)CCN2C(=O)Cc2ccc(C(C)(C)C)cc2)cc1 (configuration not stated)	-5	0.0	11	-3	0	-4	2
4	C[C@H](CO)N1C[C@H](C)[C@@H](CN(C)C(=O)Nc2ccc(C(F)(F)F)cc2)Oc2ccc(NS(=O)(=O)c3cn(C)cn3)cc2CC1=O	-19	x	1	x	8	5	1
5	COC(=O)c1c(NC(=O)CCC(=O)O)sc2c1CCCCC2	x	-2.4	4	x	3	-4	-5
6	CCOP(=O)(O)c1ccccc1OCCCCCOc1ccccc1P(=O)(O)OCC	-11	x	3	-4	-5	4	1
7	CCOc1ccccc1NC(=O)CSc1nnc(Cc2cccn2C)n1-c1ccc(F)cc1	4	0.1	-2	5	11	6	-4
8	Cc1ccc(S(=O)(=O)N2CCC(C(=O)OCC(=O)N3C(C)CCCC3C)CC2)cc1C (configuration not stated)	-4	-0.2	-3	-3	-2	2	x
9	Cc1noc(C)c1S(=O)(=O)N(C)C[C@H]1OCCCC[C@H](C)Oc2ccc(NS(=O)(=O)c3ccc(Cl)cc3)cc2C(=O)N([C@H](C)CO)C[C@@H]1C	x	0.1	u	2	-29	7	-3
10	CNC[C@@H]1Oc2ccc(NS(C)(=O)=O)cc2C(=O)N([C@@H](C)CO)C[C@H]1C	-23	8.7	-4	0	5	-1	x
11	COc1ccc(C(CC(=O)Nc2ccc(C)cc2)NC(=O)C(F)(F)F)cc1 (configuration not stated)	x	x	-1	11	7	6	-3
12	COc1ccc(Cl)cc1N(C(=O)c1ccco1)C(C(=O)NC1CCCC1)c1cccnc1 (configuration not stated)	3	x	-1	-5	-8	1	-2
13	CNS(=O)(=O)c1cccc(C(=O)NCC(c2cccs2)N2CCOCC2)c1 (configuration not stated)	16	-2.3	-4	x	0	1	-2
14	C[C@@H]1CCCCO[C@@H](CN(C)C(=O)Nc2ccc(F)cc2)[C@H](C)CN([C@H](C)CO)C(=O)c2cc(NC(=O)c3ccncc3)ccc2O1	x	-0.1	27*	0	35	-1	3
15	COc1ccc(-c2ccc3c(c2)[C@H]2[C@H](CCN2C(=O)c2ccc4c(c2)OCO4)[C@@H](CO)N3)cc1	39	0.0	-27	-1	x	x	x
16	O=C(C[C@@H]1CC[C@@H]2[C@H](COC[C@H](O)CN2C(=O)Nc2ccc(Cl)c(Cl)c2)O1)NCc1ccc(Cl)cc1	-15	0.1	-3	-2	7	-1	1
17	CC(C)C(=O)Nc1ccc2c(c1)C(=O)N(C)[C@@H]1CC[C@@H](CC(=O)NCc3ccccc3)O[C@H]1CO2	-16	0.1	u	1	-8	-1	8
18	COc1ccc(CC(=O)Nc2cc(=O)n(C)c(=O)n2C)cc1OC	x	1.4	7	x	15	3	-2
19	c1ccc(CNc2cncnc2)cc1	-6	x	5	-7	33	-1	-9
20	O=S(=O)(c1ccccc1F)N1CCN(c2nc3ccccc3s2)CC1	x	x	-2	x	-3	1	-3
21	CC(C)(C)[C@H]1C=C(C(=O)N2CCOCC2)O[C@@H](OCCCCO)C1	-4	-0.2	-4&11	1&3	0&0	0&5	-9
22	COC(=O)Nc1cc(C(F)(F)F)ccc1N1CCN(c2ccccc2)CC1	-24	x	2	5	4	-1	-1
23	O=C(Nc1ccc(F)cc1)N1CC(=O)N2[C@@H](CO)[C@H](c3ccc(C#Cc4cccnc4)cc3)[C@@H]2C1	x	0.0	-4	x	-28	3	-1
24	Cc1ccc(NC(=O)/C=C/c2ccc(Cl)cc2)nc1	-64	9.7	-7	6	-13	14	-1
25	O=C1CCCC2(O)C1C(c1cccc(Br)c1)NC(=O)N2Cc1ccccc1 (configuration not stated)	x	x	-4	x	-8	7	x
26	C[C@@H]1CN([C@@H](C)CO)C(=O)Cc2cc(NC(=O)Nc3ccc4c(c3)OCO4)ccc2O[C@@H]1CN(C)C(=O)Nc1ccccc1	-5	-0.5	1	2	x	x	x
27	CCOC(=O)C(CCC(C)=O)C(=O)c1ccccc1 (configuration not stated)	-6	-0.1	8	0	1	3	x
28	CC(C)NC(=O)Nc1ccc2c(c1)C(=O)N([C@@H](C)CO)C[C@@H](C)[C@@H](CN(C)CC1CCCCC1)O2	-1	0.5	-8	0	1	0	0
29	CN(C)/C=N/c1ncc(C(=O)OC(C)(C)C)s1	x	2.8	1	x	-2	-4	0
30	COc1ccc(Oc2cnc3ccccc3n2)cc1	x	x	-1	x	-1	0	0
31	Cc1cccc(N/C(=N/S(=O)(=O)c2ccccc2)c2ccccc2)n1	14	0.2	0	2	-41	3	-3
32	Cc1cc(Cl)ccc1C(=O)C1CCCN(C(=O)c2nonc2C)C1 (configuration not stated)	4	0.0	1	-5	-5	0	-2
33	COc1ccc(-c2nn(-c3ccccc3F)cc2CNCCn2nc(C)cc2C)cc1	x	0.2	1	x	-9	6	-5
34	O=C(c1cccc(C(F)(F)F)c1)c1c[nH]c(C(=O)NCCCN2CCOCC2)c1	x	x	-2	x	7	0	0
35	O=C1OC(CN(Cc2ccccc2)Cc2ccccc2)CN1N=Cc1ccc([N+](=O)[O-])o1 (configuration not stated)	5	-0.4	4	1	-3	1	-1
36	CN(C)c1ccc(C(C(=O)NCc2ccccc2)N(Cc2ccco2)C(=O)c2snc(C(N)=O)c2N)cc1 (configuration not stated)	-24	x	-2	9	-5	-3	-1
37	C[C@@H]1CN([C@H](C)CO)C(=O)Cc2cc(NC(=O)C3CCCCC3)ccc2O[C@H]1CN(C)S(=O)(=O)c1ccc(F)cc1	-3	0.0	0	14	1	1	4
38	CCCCCCN1CCN(C2CN(Cc3cn(CCCC(=O)OC)nn3)S(=O)(=O)C2)CC1 (configuration not stated)	x	-0.2	-5	x	-3	-6	-6
39	Cc1ccccc1OCC(O)CN1CCN(c2ccccn2)CC1 (configuration not stated)	-11	x	x	x	-4	2	0
40	Fc1ccccc1NC(=S)NCCc1ccc(Cl)cc1	16	x	6	0	-1	0	0
41	C=CCn1c(SCC(=O)Nc2ccc(C(=O)O)cc2)nc2scc(-c3ccccc3)c2c1=O	-4	x	3	-7	-7	-1	7
42	COCCN(C[C@H]1[C@H](c2ccccc2)[C@@H](CO)N1C(=O)C1CCC1)C(C)=O	-6	0.4	x	4	x	x	x
43	Nc1c(C(=O)NCCc2ccccc2)sc2nc(N3CCOCC3)c3c(c12)CCCC3	7	0.1	0	0	-8	10	-12
44	CN1C(=O)c2cc(NS(=O)(=O)c3ccc(Cl)cc3)ccc2OC[C@H]2O[C@@H](CC(=O)N3CCc4ccccc4C3)CC[C@@H]21	49	-0.1	-3	1	-3	4	16*
45	Cc1noc(C)c1NC(=O)N(C)C[C@@H]1OCCCC[C@@H](C)Oc2ccc(NC(=O)NC(C)C)cc2C(=O)N([C@@H](C)CO)C[C@H]1C	x	0.0	-10	1	-20	-3	1
46	Cc1cccc(OCC(=O)Nc2ccc(C(=O)O)cc2NC(=O)COc2cccc(C)c2)c1	x	x	-5	1	0	-1	-1
47	COc1cccc(NC(=O)N2C[C@@H](O)COC[C@H]3O[C@@H](CC(=O)N(C)C)CC[C@@H]32)c1	-4	0.2	-3	-1	-3	-4	4
48	Cc1ccc(-c2ccc3c(c2)O[C@@H](CN(C)C(=O)CC2CC2)[C@H](C)CN([C@H](C)CO)S3(=O)=O)cc1	-2	-0.2	2	0	10	-5	-7
49	CCN(CC)CC(=O)Nc1sc2c(c1C(=O)c1ccccc1OC)CCC2	x	u	-3	x	2	10	-2
50	O=C1CCCN1CC(O)CS(=O)(=O)Cc1ccc(Cl)cc1Cl (configuration not stated)	9	0.7	7	6	12	0	-5
51	O=C(/C=C/c1cccc([N+](=O)[O-])c1)Nc1cccc(NC(=O)c2cccs2)c1	-15	x	4	-1	3	5	0
52	CCN1[C@@H]2c3ccc(-c4ccccc4OC)c(=O)n3C[C@@H]2[C@@H](CO)[C@@H]1C(=O)NCC1CC1	0	-1.8	4	-3	-27	1	-1
53	O=C(Nc1nccs1)C1CCN(S(=O)(=O)c2ccc3c(c2)OCCCO3)CC1	-2	x	-5	2	-5	5	-4
54	Cc1ccc(S(=O)(=O)NC(=O)C2CCCCC2)cc1	8	-0.2	12	0	-1	4	-3
55	CC(=O)Nc1ccc(S(=O)(=O)Nc2ccc(C(=O)NCC(=O)O)cc2)cc1	20	-0.1	18	-15	-1	-2	2
56	Cc1ccccc1NC(=O)CSc1nc2scc(C)c2c(=O)[nH]1	-4	x	4	1	1	1	-1
57	Cc1ccc(-c2nc3ccc(Cl)cn3c2Cc2ccsc2)cc1	-3	-0.1	u	-4	28	2	-4
58	O=C1NC[C@@H](CCCCN2C[C@H](Cc3ccc(O)cc3)N(CCc3ccccc3)C(=O)C2=O)N(Cc2ccccc2)C1=O	x	x	-8	x	-26	-5	-2
59	Nc1ccc2c(c1)Cc1cc(N)c(Br)cc1-2	x	0.2	12	x	-4	1	x
60	CCN(CC(=O)Nc1c(F)cccc1F)C(=O)Cn1c(=O)cnc2ccccc21	22	1.0	-9	2	7	11	-5

# (more compounds)
entry	SMILES	C2C12 statin	E-selectin induc	DENV2 CPE rescue	PglD DTNB	S100A4 MyoIIA	ERp5 block	SIRT5 block
61	C[C@H]1CN([C@@H](C)CO)C(=O)c2cccc(NC(=O)c3ccncc3)c2O[C@@H]1CN(C)CC1CCCCC1	14	-0.1	4	-1	-2	6	-3
62	CCOC(=O)C1CCCN(C(c2ccccn2)c2c(C)[nH]c3ccccc23)C1 (configuration not stated)	x	x	0	x	0	-3	2
63	COc1ccc(OC)c(NC(=O)COC(=O)COc2ccc(Nc3ccccc3)cc2)c1	2	1.7	3	-5	0	4	x
64	COc1ccc(S(=O)(=O)N(C)C[C@@H]2Oc3ccc(NC(=O)C4CC4)cc3C(=O)N([C@@H](C)CO)C[C@@H]2C)cc1	-19	-0.3	5	1	-1	0	-1
65	O=C(COC(=O)c1cc(S(=O)(=O)NCc2ccccc2)ccc1O)c1cc2ccccc2o1	2	x	0	-2	1	21	1
66	CC(NC(=O)Cc1ccc(Br)cc1)c1ccccc1 (configuration not stated)	0	x	1	-5	-2	1	0
67	C[C@@H]1CN([C@H](C)CO)C(=O)c2cccc(NC(=O)c3ccc(-c4nccs4)cc3)c2O[C@H]1CN(C)C(=O)Nc1ccccc1	x	0.8	2	-2	1	-9	1
68	CC(C)c1ccccc1NC(=S)NC(=O)C1CCCCC1	-2	0.1	-9	5	-6	0	-1
69	CCCCNC(=O)C[C@@H]1C[C@@]2(C(=O)OCC)CCC=C2N(CCC2=CCCCC2)C1=O	x	x	-10	x	-7	1	x
70	CCCN1C(=O)C2(C(C(=O)c3ccc(C)o3)=C(O)C(=O)N2CCCN2CCOCC2)c2ccccc21 (configuration not stated)	10	x	3	3	5	0	1

# High-throughput results deposited in PubChem BioAssay by Broad Institute.
